Rin1 Abl inh – human Rin1-Abl interaction inhibition. P00519+Q13671. TR-FRET Rin1/Abl binding, biochemical. inhibition, % at 7.35 µM. 0.4% of 360,000 active; in the data active = inhibition above about 5%, passing the limit was not always enough
bovine MsrA act – bovine methionine sulfoxide reductase A activation | activation, % at 10.6 µM | purified bovine MsrA, absorbance read-out | 0.3% of 360,000 active; in the data active = activation above about 7.5%;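 also: 0% = vehicle and 100% = reference activator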
Neddyl block – cullin neddylation inhibition | calls only at 25 µM | P61081+Q13564 | 0.58% of 360,000 active | TR-FRET cullin neddylation, biochemical; in the data active = inhibition above about 36%
E coli Lon inh – inhibitors of E. coli Lon protease | purified E. coli Lon protease, fluorescence polarization | P0A9M0 | inhibition, % at 7.94 µM | 0.42% of 360,000 active; in the data active = inhibition above about 13%, passing the limit was not always enough;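 also: 0% = enzyme with probe and DMSO and 100% = no enzyme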
SKN-1 inh – inhibitors of C. elegans SKN-1; inhibition, % at 21.8 µM; 0.49% of 360,000 active; C. elegans VP596 Pgst-4::GFP/RFP ratio, acrylamide-induced, 24 h;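 active = interference check ratio from 0.5 to 1.5 plus GFP to RFP signal ratio inhibition reaching or exceeding a fixed threshold, cut at about 30% in these data, passing the limit was not always enough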; also: some compounds called inactive have numbers as strong as hits
CendR NRP1 mod – NRP-1/CendR interaction modulation; O14786; FAM-RPARPAR peptide binding to NRP-1, fluorescence polarization; inhibition, % at 25 µM; 0.85% of 360,000 active;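 active = inhibition or corrected inhibition above about 18%, plus a signal ratio from 0.5 to 1.5, limit read from the data, passing the limit was not always enough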; also: strong numbers were not always called active
Target sequence (O14786 whole entry, looked up): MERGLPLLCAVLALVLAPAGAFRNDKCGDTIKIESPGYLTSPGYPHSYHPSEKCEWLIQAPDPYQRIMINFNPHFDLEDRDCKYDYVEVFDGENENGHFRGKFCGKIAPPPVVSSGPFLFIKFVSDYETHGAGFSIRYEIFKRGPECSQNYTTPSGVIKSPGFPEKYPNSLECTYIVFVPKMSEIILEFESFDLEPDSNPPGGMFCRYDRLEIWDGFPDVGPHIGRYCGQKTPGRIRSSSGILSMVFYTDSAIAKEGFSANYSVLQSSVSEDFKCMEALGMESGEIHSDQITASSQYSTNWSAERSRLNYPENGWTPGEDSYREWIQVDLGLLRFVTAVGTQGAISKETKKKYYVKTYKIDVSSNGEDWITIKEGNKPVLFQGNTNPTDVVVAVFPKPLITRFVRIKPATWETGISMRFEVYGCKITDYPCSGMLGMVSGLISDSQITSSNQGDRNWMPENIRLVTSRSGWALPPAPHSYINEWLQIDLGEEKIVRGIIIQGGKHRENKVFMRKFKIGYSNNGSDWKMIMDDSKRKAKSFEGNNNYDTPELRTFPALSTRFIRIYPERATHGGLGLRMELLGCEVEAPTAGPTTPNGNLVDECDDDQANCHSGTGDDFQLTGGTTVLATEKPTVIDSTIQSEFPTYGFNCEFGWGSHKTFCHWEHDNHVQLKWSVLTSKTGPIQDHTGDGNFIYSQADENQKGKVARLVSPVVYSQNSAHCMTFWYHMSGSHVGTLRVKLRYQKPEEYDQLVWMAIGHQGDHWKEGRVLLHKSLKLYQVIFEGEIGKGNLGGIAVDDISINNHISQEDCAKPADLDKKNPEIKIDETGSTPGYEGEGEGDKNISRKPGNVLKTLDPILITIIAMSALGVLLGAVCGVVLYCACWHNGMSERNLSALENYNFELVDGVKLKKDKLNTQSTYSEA
FAS-TE inh – inhibitors of human fatty acid synthase thioesterase domain. P49327. inhibition, % at 15 µM. recombinant FAS-TE, OMFH fluorogenic substrate, fluorescence endpoint. 0.67% of 360,000 active;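 active = compounds whose normalised, plate-corrected inhibition of enzyme fluorescence in the single-dose primary screen is 50% or more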;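 also: 0% = DMSO with enzyme and 100% = substrate without enzyme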
MLLE-PAM2 inh – blocks PAM2 peptide binding to the PABP1 MLLE domain. 0.36% of 360,000 active. GST-MLLE / FITC-PAM2 fluorescence polarization. AID 588489. inhibition, % at 20 µM; in the data active = inhibition above about 35%, passing the limit was not always enough;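 also: plate controls were DMSO wells with GST-MLLE for no effect and wells lacking GST-MLLE protein for full effect; some results filed as inactive read as strong as hits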
MT1-MMP act inh – MT1-MMP (human) activation inhibition; P50281; HT1080 RFP-PRO-GFP cells, GFP/RFP ratio fluorescence, overnight; percent of plate control window, DMSO zero; GFP/RFP ratio change, % at 20 µM; 0.061% of 360,000 active; AID 651647;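 active = GFP/RFP ratio change of at least 30% with cell ATP level not reduced by more than half and red fluorescence within 50% of control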; also: strong numbers were not always called active
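Assay system: RFP-PRO-GFP reporter HT1080 cells; read-out basis: GFP/RFP fluorescence ratio; benchmarks: DMSO wells and RFP-L50D-GFP cells; doses: 20 µM single dose, 1% DMSO; schedule: overnight cell settling, then overnight compound exposure, 37 °C, 5% CO2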
An asterisk follows results filed as active; i = inactive; . = not tested or not shown; + = active, no number. Outcome played no part in choosing rows; about 4% have a hit in one of these screens.

Molecule	E coli Lon inh	MT1-MMP act inh	FAS-TE inh	Rin1 Abl inh	Neddyl block	MLLE-PAM2 inh	bovine MsrA act	CendR NRP1 mod	SKN-1 inh
CCC(OC(=O)C(CC(C)C)NC(=O)c1ccccc1)C(=O)Nc1nnc(C)s1 (configuration not stated)	6	-1	-1	0	i	-2	-3	8	17
Cc1ccc(NC(=O)NCc2c(C)nn(C)c2C)cc1Cl	-2	-4	2	0	i	2	-11	11	-1
CN(CCc1ccccc1)C(C(=O)Nc1ccc2c(c1)OCCO2)C1CC1 (configuration not stated)	-16	3	-1	2	i	-5	-7	2	5
COc1ccccc1CC(=O)NC1CC1	-15	2	-3	-2	i	-4	-2	-14	11
CC(=O)c1cnc2nc(SCc3ccc(C)cc3)nn2c1C	2	-2	7	1	i	-3	-4	-18	7
Cc1sc2ncn(CC(=O)NCCCC(=O)N3CCN(c4ccccn4)CC3)c(=O)c2c1C	1	-8	-6	-3	i	21	-3	-6	9
CCOC(=O)c1c(NC(C)=O)sc2c(OC)c(Br)ccc12	-3	-11	-1	4	i	4	-1	2	8
COCC1CCCCN1Cc1cn(-c2ccccc2)nc1-c1ccc2c(c1)OCO2 (configuration not stated)	1	9	5	-8	+	-3	-2	-8	11
CCOC(=O)c1c(N2C(=O)C=CC2=O)sc(C)c1C	-4	-5	-1	-2	i	31	-8	-2	9
COc1ccc(-n2nnnc2-c2ccc(S(C)(=O)=O)cc2Cl)cc1	7	0	-7	4	i	6	-1	-3	2
Cc1ccc(S(=O)(=O)NCCc2ccncc2)cc1	3	0	-2	3	i	-4	3	-17	11
CCCN(CC(=O)Nc1ccccc1C)C(=O)c1cn2ccccc2n1	5	-3	-7	0	i	11	-9	8	-3
CCn1c(C)nc2cc(C(=O)NNS(=O)(=O)c3ccccc3F)ccc21	-4	-1	-2	-1	i	7	0	10	-7
O=C(NCCS(=O)(=O)N1CCN(c2ccccc2)CC1)c1cccs1	-7	-3	-1	2	i	8	-5	-1	-5
Cc1ccc(S(=O)(=O)NNC(=O)Nc2ccc(Cl)cc2)cc1	-14	6	-8	-4	i	8	-2	14	-11
COc1ccccc1CN1CC(C(=O)NCCc2ccc(Cl)cc2)CC1=O (configuration not stated)	6	-1	-2	-1	i	5	-2	6	-1
COc1ccc(NC(=O)C2(C)Cc3c(-c4ccc(C(N)=O)cc4)ccnc3O2)cn1 (configuration not stated)	15	-3	-7	-3	i	31	1	7	10
COc1ccc(OCC(=O)Nc2ccc3c(c2)nc(CN2CCN(C(C)=O)CC2)n3C)cc1	5	3	0	-1	i	16	-5	-13	-1
CC(C)(C)c1ccc(C(CC(=O)O)NC(=O)CCCc2ccccc2)cc1 (configuration not stated)	-3	5	-2	-2	i	-7	-3	-26	6
CS(=O)(=O)N(CC(=O)Nc1ccccc1C(=O)N1CCOCC1)c1cccc(F)c1	-8	1	-4	0	i	-2	-4	4	4
CN(C1CCCCC1)S(=O)(=O)c1ccc(S(=O)(=O)N2CCN(CCC#N)CC2)cc1	-1	0	3	-2	i	2	-2	-6	-17
CCc1ccc(S(=O)(=O)N/N=C(/C)c2ccncc2)cc1	-3	6	-3	2	i	14	-6	10	29
COc1ccc(Cl)cc1NC(=O)CN1C(=O)C(=O)N(C2CCCC2)C1=O	4	-2	2	5	i	0	-5	7	-2
Cc1ccc(F)cc1C(=O)N1CCCC(c2cc(C(=O)Nc3ccccc3Cl)no2)C1 (configuration not stated)	-5	7	20	-5	i	0	2	9	2
Cc1cccn2c(=O)nc(SCC(=O)N3CCC(Cc4ccccc4)CC3)nc12	-4	2	40	3	i	15	-4	-2	6
COc1ccc(C(C(=O)NC2CCCC2)N(C(=O)c2ccoc2C)c2ccc(C)cc2)cc1 (configuration not stated)	1	-23	40	2	i	-8	0	0	12
Cc1cccc(C(=O)OCC(=O)N2c3ccccc3CC2C)c1C (configuration not stated)	-1	1	26	-1	i	-9	-3	-11	2
CC(=O)Nc1ccc(S(=O)(=O)NCCC(=O)OC(C)C(=O)NC2(C#N)CCCCC2)cc1 (configuration not stated)	-5	-2	-1	2	i	-8	-9	4	-3
CCCCCCN1C2=NCCCN2c2ccccc21	-8	-13	-8	-4	i	-8	-14	-1	-7
COc1ccc([C@@H]2CC=C(C(=O)O)[C@H](c3cccc(Cl)c3)N2S(=O)(=O)c2ccccc2C)cc1	3	-1	-6	-1	i	6	-1	-6	12

Rewritten as labelled records: part of the list above
CN(C1CCCCC1)S(=O)(=O)c1ccc(S(=O)(=O)N2CCN(CCC#N)CC2)cc1
  E coli Lon inh = -1; MT1-MMP act inh = 0; FAS-TE inh = 3; Rin1 Abl inh = -2; Neddyl block = i; MLLE-PAM2 inh = 2; bovine MsrA act = -2; CendR NRP1 mod = -6; SKN-1 inh = -17

CCc1ccc(S(=O)(=O)N/N=C(/C)c2ccncc2)cc1
  E coli Lon inh = -3; MT1-MMP act inh = 6; FAS-TE inh = -3; Rin1 Abl inh = 2; Neddyl block = i; MLLE-PAM2 inh = 14; bovine MsrA act = -6; CendR NRP1 mod = 10; SKN-1 inh = 29

COc1ccc(Cl)cc1NC(=O)CN1C(=O)C(=O)N(C2CCCC2)C1=O
  E coli Lon inh = 4; MT1-MMP act inh = -2; FAS-TE inh = 2; Rin1 Abl inh = 5; Neddyl block = i; MLLE-PAM2 inh = 0; bovine MsrA act = -5; CendR NRP1 mod = 7; SKN-1 inh = -2

Additional entries follow:
Molecule	E coli Lon inh	MT1-MMP act inh	FAS-TE inh	Rin1 Abl inh	Neddyl block	MLLE-PAM2 inh	bovine MsrA act	CendR NRP1 mod	SKN-1 inh
CCCNC(=S)NCCN1CCCCC1	-8	1	-4	3	i	-5	-3	15	2
c1ccc(-n2cnnc2SCc2cn3ccccc3n2)cc1	-2	4	-5	3	i	-1	-2	7	16
COc1ccc(C2=[N+]([O-])C(C)(C)N(O)C2C)cc1 (configuration not stated)	-14	1	-7	1	i	4	-13	2	-7
COc1cccc(NC(=S)N2CCN(C/C=C/c3ccccc3)CC2)c1	12	7	-3	-2	i	-91	-1	5	-7
Cc1ccc(NC(=O)NC2C(NC(=O)Nc3ccc(C)cc3)N(C)C(=O)N2C)cc1 (configuration not stated)	-8	11	-4	-3	i	2	-1	-6	8
C=C1CCN([C@@H](Cc2ccccc2)C(=O)N2CCOCC2)S(=O)(=O)c2ccccc21	-2	2	-6	7	i	3	-2	17	1
CC(=O)c1cccc(NC(=O)N(c2ccccc2)c2ccccc2)c1	6	-2	1	0	i	6	-7	12	-4
CCC(Sc1nc2ccccc2s1)C(=O)Nc1nnc(C)s1 (configuration not stated)	6	-1	-4	-1	i	12	0	-2	3
CC(=O)Nc1ccc(S(=O)(=O)NCc2nnnn2-c2ccc(F)cc2)cc1	-17	3	-5	0	i	16	-3	14	-8
O=S(=O)(NCCC1=CCCCC1)c1c(Cl)cccc1Cl	6	3	28	-2	i	-6	-5	5	3
CC(C)NC(=O)Cn1c(SCC(=O)N2CCCCCC2)nc2ccccc21	-6	4	-3	0	i	-2	-4	2	1
CCN(Cc1ccncc1)Cc1cn[nH]c1-c1ccc(OC)cc1F	-2	2	-2	2	i	-11	-1	2	-7
CC(C)(C)OC(=O)N1CCCN(C(=O)c2ccc(Cl)cc2)CC1	-6	-1	-4	2	i	-7	-2	2	1
O=C1Nc2ccccc2N(C(=O)c2ccc(-c3ccccc3)cc2)C1c1nc2ccccc2[nH]1 (configuration not stated)	-10	2	14	.	i	.	-2	-9	16
Cc1cccc(C)c1NC(=O)CSc1ccc([N+](=O)[O-])cn1	3	0	23	5	i	6	-4	6	-2
CS/C(N)=N/N=C/c1cc(Br)cc(Br)c1O	-1	-1	9	-2	i	4	-6	1	14
Oc1ccccc1N=Cc1sc2ccccc2c1Cl	-13	-5	-7	-2	i	11	5	-16	2
Nc1nccc(-c2ccc(-n3cccc3)cc2)n1	10	-1	-4	-4	i	6	-2	7	7
CCOC(=O)C1CCN(C(C(=O)NC2CCCCC2)c2ccc(OC)cc2)CC1 (configuration not stated)	-7	-3	-1	-1	i	8	-5	-15	-2
COC(=O)N/N=C1/C/C(=N\NC(=O)OC)c2ccccc21	0	1	-4	-4	i	11	1	3	7
NC(=S)N/N=C/c1cn(-c2ccccc2)nc1-c1cccnc1	-1	4	-4	-3	i	2	-5	-49	1
O=C(O)c1sc2cc(C(F)(F)F)cnc2c1-c1cccs1	3	2	-3	3	+	3	-10	-10	-2
O=C(COC(=O)COc1ccccc1)Nc1cccnc1Cl	-4	-2	-4	4	i	14	-3	-14	-13
CC[C@]12c3[nH]c4cc(CCC(=O)N(C)C)ccc4c3CCN1C(=O)[C@@H](CC(=O)NCc1ccc(OC)c(OC)c1)C[C@@H]2C(=O)N1CCN(C(=O)c2ccco2)CC1	-7	4	-8	3	i	-13	-8	12	-1
COc1ccc(Br)c(Cn2c(C)c(C(=O)NCc3cccc([N+](=O)[O-])c3)sc2=O)c1	-5	6	25	1	i	7	-2	-1	-13
O=C(COC(=O)c1ccc(O)cc1)Nc1ccccc1	1	1	-1	-2	i	-3	-5	11	5
CCOC(=O)CSc1nnc(CNC(=O)c2cccs2)n1-c1cc(C)ccc1C	0	0	-2	-1	i	-3	-4	-9	3
O=C(O)c1ccccc1C=NNc1ccc([N+](=O)[O-])cn1	-10	2	-5	5	i	-12	-5	-4	-4
COc1ccccc1NC(=O)N1CCCC1C(=O)Nc1ccc2c(c1)OCO2 (configuration not stated)	-1	-1	-6	3	i	5	-6	7	-30
N#CC1C(=O)NC(=O)CC12CCCCC2 (configuration not stated)	-11	0	-5	0	i	5	-1	-6	13
Cn1cc(CN2CCCC(CO)(Cc3cccc(Cl)c3)C2)cn1 (configuration not stated)	-6	1	-4	-2	i	1	-2	-10	1
CSc1nsc(SCC(=O)NCc2ccccc2)n1	-11	3	-3	3	i	40*	-4	-3	-16
Cc1cc(NC(=O)CSc2nc3ccsc3c(=O)n2CCCC(=O)NCCc2ccccc2)no1	0	1	0	2	i	-65	-2	3	-2
C=CCn1c(=N)n(CC(=O)c2cccc([N+](=O)[O-])c2)c2ccccc21	-3	1	5	-3	i	16	1	-12	-1
COc1ccccc1NC(=O)CSc1ccc(-c2ccc(-n3cccn3)cc2)nn1	-6	18	17	-2	i	5	-1	-7	12
O=C(C1CCCO1)N1CCN(C(=O)C23CC4CC(CC(C4)C2)C3)CC1 (configuration not stated)	-16	2	-8	-3	i	2	0	-8	24
Cc1c(SCCO)c(=O)[nH]c2cc3c(cc12)OCO3	1	2	-10	-1	i	6	-5	14	0
CCOC(=O)Cc1ncccc1C(=O)Nc1ccc(OC(F)(F)F)cc1	4	3	-2	0	i	17	-4	30*	4
COc1ccc2c(C(=O)CN3CC(C)OC(C)C3)c[nH]c2c1 (configuration not stated)	-5	-4	-9	-2	i	-21	-3	-6	4
CCSc1nc2sc3c(c2c(=O)n1-c1ccccc1)CCN(C)C3	-12	-4	-10	-3	i	-17	-3	-42	-2
Cc1ccccc1NS(=O)(=O)c1nnc(NC(=O)C(C)C)s1	0	1	-1	-1	i	-10	-4	13	0
CC(C)CN(C(=O)CN1CCN(c2ccccc2O)CC1)c1c(N)n(CC(C)C)c(=O)[nH]c1=O	-8	2	-15	0	i	3	1	8	5
COCCN(C(=O)CSCC(=O)Nc1ccc(C)cc1)c1c(N)n(CC(C)C)c(=O)[nH]c1=O	-6	0	-1	2	i	6	-7	-7	-13
Cc1ccccc1NC(=O)Nc1ccccc1Br	9	-6	-7	2	i	-8	-1	5	6
CC(=O)NC(Cc1cccc(F)c1)C(=O)NC1CCN(c2nnnn2-c2ccccc2)CC1 (configuration not stated)	6	2	-6	1	i	-5	-4	1	-8
O=C(CCCCC(=O)NCCc1ccccc1)NCCc1ccccc1	1	-3	-2	1	i	9	-3	6	11
CC(C)OCCCNC(=O)NC12CC3CC(CC(C3)C1)C2	-2	1	-2	-2	i	-2	4	11	-3
